# Source: PubChem BioAssay
# Lipid storage S3: qHTS Assay for Lipid Storage Modulators in Drosophila S3 Cells | Drosophila S3 cells, BODIPY lipid droplet fluorescence, 18-24 h; cells fed with added oleic acid | lipid storage change, negative = inhibition, % at the top dose, mostly 46.1 µM; hits show Potency in µM | 320,000 tested, 0.64% active; active means well fitted inhibition curve with a large enough effect in the signal ratio, with a control signal flat, not every such curve was filed as active; inconclusive means small, poorly fitted or top-dose-only effect, or effect the other way, or a change in a side signal; the % refers to the signal ratio
#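 Drosophila S3 cells got compounds at several concentrations plus oleic acid (400 uM solution). Laser-scanning cytometry with 488 nm excitation read lipid droplets at 500-530 nm and cells at 575-640 nm. Percent activity was relative to 20 uM Triacsin C.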
# Lipid storage S3 cell count max: also measured in Lipid storage S3; calls as there; cell number change, %; measured here: cell count max response;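 cells counted by Cell Tracker Red CMTPX staining in the red channel; peak over a dose series mostly up to 46.1 µM; percent activity relative to internal control wells on each plate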
# The depositor's hits bear a star; i = inactive; ? = inconclusive; · = not tested or not shown; [ ] = another dose, or the depositor's remark. On the % scale 0 is the no-effect control and ±100 the full control effect; potency means the concentration at half of the fitted maximal effect.
# Sample of the layout, two compounds:
# Sequence of screens – Lipid storage S3	Lipid storage S3 cell count max
CN1CCN(C(=O)/C(=C/c2cn(S(=O)(=O)N(C)C)c3ccccc23)NC(=O)c2ccccc2F)CC1
  ?	·
O=C(CSc1nc2ccccc2c(=O)[nH]1)Nc1ccc(C(=O)O)cc1
  ?	·

# The listing, from the start:
# Sequence of screens – Lipid storage S3	Lipid storage S3 cell count max
CN1CCN(C(=O)/C(=C/c2cn(S(=O)(=O)N(C)C)c3ccccc23)NC(=O)c2ccccc2F)CC1
  ?	·
O=C(CSc1nc2ccccc2c(=O)[nH]1)Nc1ccc(C(=O)O)cc1
  ?	·
C=CCn1c(C)nnc1SCC(=O)NC1CCCCC1
  -2.0%	9.9
Cc1nn2c(N3CCN(CCO)CC3)c3c(nc2c1-c1ccccc1)CCCC3
  5.6%	12.1
CC(OC(=O)C1CCCCC1)C(=O)Nc1ccc(S(N)(=O)=O)cc1 (centres undefined)
  -8.8%	-8.9
CCCN(CC(=O)Nc1ccccc1C)C(=O)c1ccc(C(=O)c2ccccc2)cc1
  ?	·
CCOC(=O)Nc1ccc(S(=O)(=O)N(C)C(C)C)cc1
  i	·
C/C(CCN1CCc2nc(-c3ccccc3)c(-c3ccccc3)cc2C1)=N\OC[C@@H](C)[C@H](OCc1ccccc1)C(C)C
  ?	·
CC(=O)Oc1ccc(/C=N\NC(=O)c2cc3c(ccc4ccccc43)o2)cc1
  ?	·
CN1C2C=C(N(CCc3c[nH]c4ccccc34)C(=O)c3ccc(Cl)cc3)CC1CC2 (centres undefined)
  ?	·
CCOC(=O)NCc1ccc(Cl)c(Cl)c1
  18.8%	4.9
Cc1cnc(C(=O)OC(C)C(=O)NC2CCCc3ccccc32)cn1 (centres undefined)
  ?	·
COc1cc(-c2[nH]ncc2CN2CCSCC2)cc(OC)c1OC
  -5.8%	11.3
CC(C)OC(=O)N(C)c1ccc(C(O)(C(F)(F)F)C(F)(F)F)cc1
  i	-12.5
Cc1cccc(NC(=O)C2CCN(S(=O)(=O)c3c(C)[nH]c(=O)[nH]c3=O)CC2)c1
  ?	·
CN(C)S(=O)(=O)c1ccc(C(=O)OCc2nnc(-c3ccccc3)o2)cc1
  ?	·
CCOC(=O)C1=C(Nc2ccccc2)CC(C)(O)C(C(=O)OCC)C1c1ccc(Cl)cc1 (centres undefined)
  1.16µM*	12.7*
CN(C)c1ccc(-c2cccc(C3CC=CC4C3C(=O)N(Cc3ccccc3)C4c3ccc4ccccc4c3)c2)cc1 (centres undefined)
  -7.0%	1.6
Cc1nc(N)c(C#N)c(-c2cccnc2)c1C
  ?	·
COc1ccc(N2CCN(CCCNC(=O)c3cc4sccc4n3C)CC2)cc1
  ?	·
CC1CC(C)CN(CCCNC(=O)CCC(=O)N2CCOc3ccccc32)C1 (centres undefined)
  ?	·
CCOC(=O)Cc1csc(N/N=C/c2ccc(Cl)cc2)n1
  -16.9%	-14.5
CC(C)CCNC(=O)C1CC(c2ccccc2C(F)(F)F)=NO1 (centres undefined)
  13.8%	12.1
Cc1ccc(CCNC(=O)C2CCCN(c3ncnc4c3nc3n4CCCCC3)C2)cc1 (centres undefined)
  i	·
COc1cc(OC)cc(C(=O)Nc2nc3ccc(S(C)(=O)=O)cc3s2)c1
  8.8%	22.5
C#CCOCCOCCOCCNc1nc(N2CCN(C(=O)[C@H](CCC(=O)O)n3cc(C(N)Cc4ccc(O)cc4)nn3)CC2)nc(N2CCN(C(=O)[C@H](Cc3ccc(O)cc3)n3cc(C(N)CC(C)C)nn3)CC2)n1 (some centres undefined)
  16.0%	11.3
COc1ccc(-c2nc(N)n(C(=O)c3ccccc3)n2)cc1
  -2.2%	11.0
S=c1[nH]nc(-c2cc(-c3ccccc3)n[nH]2)n1/N=C/c1cccs1
  ?	·
CCOc1ccc(NC(=O)CN2CCCC2c2cccs2)cc1S(=O)(=O)N1CCCC1 (centres undefined)
  ?	·
Cc1ccc(Nc2nc(N)c([N+](=O)[O-])c(N3CCCC(C)C3)n2)cc1C (centres undefined)
  ?	·
CCCCCC(=O)NNC(=O)Cc1ccc([N+](=O)[O-])cc1
  -2.8%	·
CCC(C)Nc1nc(OCC(F)(F)F)nc(OCC(F)(F)F)n1 (centres undefined)
  5.6%	-13.0
Cc1ccc2c(c1)cc(CN(Cc1ccco1)C(=O)COc1ccccc1)c1nnnn12
  4.7%	-16.1
CCCCCC1CC(/C(C)=N/NC(N)=O)OC1=O (centres undefined)
  ?	·
Brc1ccc(-c2cnc(-c3cccs3)o2)cc1
  ?	·
COc1ccc(NS(=O)(=O)c2cccc(C(=O)NCCCn3ccnc3)c2)cc1
  ?	·
CCc1cc(-c2nnc(SCC(=O)NC3CC3)n2C)cs1
  ?	·
CCc1ccc(NC2=NCC(c3ccccc3)S2)cc1 (centres undefined)
  ?	·
O=C(NCc1ccncc1)C(=O)NCC(c1ccccc1)c1ccccc1
  25.4%	2.9
COc1ccc(C(C(=O)NC2CCCCC2)N(C(=O)c2snc(C(N)=O)c2N)c2ccc(OC)cc2OC)cc1 (centres undefined)
  ?	·
O=C(CN1C(=O)c2cccnc2Oc2ccc(Cl)cc21)NC1CCCCCC1
  ?	·
Cc1cccc2[nH]c3c(N4CCC5(CC4)OCCO5)ncnc3c12
  ?	·
CC(C)(C)c1ccc(-c2nc(N)nc(N)n2)cc1
  ?	·
CCCCCCCCCCCCN1C/C(=C\C(=O)OCC)c2cc(C(F)(F)F)ccc2S1(=O)=O
  ?	·
CCCS(=O)(=O)N1CCN(c2cc3c(cc2[N+](=O)[O-])n(C)c(=O)n3C)CC1
  ?	·
Cc1ccc(C)c2[nH]c(=O)c(C(c3nnnn3Cc3ccco3)N3CCc4ccccc4C3)cc12 (centres undefined)
  ?	·
O=C(NC1CCCCC1)N1CCCC(CNS(=O)(=O)Cc2ccccc2)C1 (centres undefined)
  -23.3%	-20.0
O=C(C1CCN(S(=O)(=O)c2cccc3cccnc23)CC1)N1CCN(C2CCCC2)CC1
  0.6%	-19.2
C/C(=N\N1CCN(Cc2ccccc2Cl)CC1)c1ccc([N+](=O)[O-])cc1
  -2.6%	-2.4
O=c1c(Cc2ccccc2)c(O)ccn1C1CCCCCCC1
  ?	·
Clc1ccc(SCCOCCN2CCOCC2)cc1
  ?	·
CCn1c(=O)cc(SCC(=O)N2CCN(C)CC2)c2ccccc21
  ?	·
CCOc1cc(C#N)ccc1OCC(=O)N1CCc2ccccc2C1
  ?	·
COCCn1c(C)cc(/C=C2/NC(=O)N(c3ccc(Cl)cc3)C2=O)c1C
  ?	·
CN1CCN(C(=O)CCCOc2cc(=O)n(C)c3ccccc23)CC1
  ?	·
Cn1c(=O)oc2cc(S(=O)(=O)N3CCC(C(=O)NCc4cccs4)CC3)ccc21
  5.1%	3.2
c1ccc(N2CCN(c3ncnc4c3oc3ccccc34)CC2)cc1
  i	-18.1
CC(=O)Nc1ccc(S(=O)(=O)N2CCN(C(=O)N3CCCC3)CC2)cc1
  ?	·
CCCCn1c(N)c(N(CC(C)C)C(=O)CN2C(=O)C3CCCCC3C2=O)c(=O)[nH]c1=O (centres undefined)
  ?	·
C=C1SC(=Nc2c(C)cc(C)cc2C)N(C(=O)c2sc3ccccc3c2Cl)C12CCCCC2
  -5.7%	-2.0

# Some of the entries so far, with each value named.
CN1CCN(C(=O)CCCOc2cc(=O)n(C)c3ccccc23)CC1
- Lipid storage S3: ?
- Lipid storage S3 cell count max: ·
CCCS(=O)(=O)N1CCN(c2cc3c(cc2[N+](=O)[O-])n(C)c(=O)n3C)CC1
- Lipid storage S3: ?
- Lipid storage S3 cell count max: ·
O=C(NC1CCCCC1)N1CCCC(CNS(=O)(=O)Cc2ccccc2)C1 (centres undefined)
- Lipid storage S3: -23.3%
- Lipid storage S3 cell count max: -20.0

# Retrieved one by one from above (4):
# Sequence of screens – Lipid storage S3	Lipid storage S3 cell count max
Cn1c(=O)oc2cc(S(=O)(=O)N3CCC(C(=O)NCc4cccs4)CC3)ccc21
  5.1%	3.2
O=C(CN1C(=O)c2cccnc2Oc2ccc(Cl)cc21)NC1CCCCCC1
  ?	·
Clc1ccc(SCCOCCN2CCOCC2)cc1
  ?	·
CCCCn1c(N)c(N(CC(C)C)C(=O)CN2C(=O)C3CCCCC3C2=O)c(=O)[nH]c1=O (centres undefined)
  ?	·

# Continued:
SMILES,Lipid storage S3,Lipid storage S3 cell count max
CN(C)CCNC(=O)c1coc(=O)c(Br)c1,-6.0%,-5.0
Cc1ccc(Cl)cc1N1CCN(C(=O)CSc2nnc3n2C(C)(C)Cc2ccccc2-3)CC1,?,·
CCC(=O)Nc1nonc1-c1nc2ccccc2n1CC(C)C,?,·
Cc1cc(NS(=O)(=O)c2ccc(NC(=O)CCSc3ccc(F)cc3)cc2)nc(C)n1,-3.3%,10.1
COc1ccc(CNC(=O)C23CC4CC(CC(Br)(C4)C2)C3)cc1,?,·
N#Cc1c(C(F)(F)F)cc(-c2ccccc2Cl)[nH]c1=O,?,·
Cc1ccc(CS(=O)Cc2ccc(C(=O)NC3CCC(C)CC3)o2)cc1 (centres undefined),?,·
Cc1ccc(NC(=O)c2ccn(C(=O)Nc3ccccc3)n2)c(C)c1,0.8%,2.1
O=C1CC(c2ccccc2Cl)=NN(c2ncnc3ccccc23)C1=O,?,·
CCOc1ccc2nc(SCC(=O)N3c4ccccc4Sc4ccccc43)c(C#N)cc2c1,?,·
Cc1nc2[nH]c(=O)c3c(n2n1)NC1=C(C(=O)CC(C)(C)C1)C3c1ccc(F)cc1 (centres undefined),?,·
C=CCn1c(NC(=O)c2ccccc2)nc2ccccc21,?,·
COc1ccc(OCc2cc(C(=O)N(C)Cc3cnccn3)no2)c(Cl)c1,-16.3%,-14.9
C=CCn1c(NCCc2ccccc2)nc2c1c(=O)n(C)c(=O)n2C,?,·
O=C(Cn1c(=O)oc2ccccc21)c1ccccc1,12.1%,2.3
CCOc1cc(/C=C2\C(=N)N3N=C(CC)SC3=NC2=O)ccc1OCCOc1ccc(NC(C)=O)cc1,?,·
O=C(NCC(O)c1ccc([N+](=O)[O-])cc1)c1cccc(S(=O)(=O)N2CCCC2)c1 (centres undefined),-10.9%,-1.4
Cc1ccc(OCCOc2ccc(Br)cc2/C=N\NC(N)=O)cc1,?,·
CC(C)(C)OC(=O)N[C@H](Cc1ccccc1)C(=O)N1CCC(C(=O)O)CC1,?,·
CCN(C(=O)CSc1ccc2c(c1)OCCO2)C1CCS(=O)(=O)C1 (centres undefined),2.5%,-31.2
O=C(CSc1nnc(Cn2cnc3ccccc32)o1)Nc1cccc2ccccc12,?,·
Cc1cccc(CNc2ccc(C(CC(N)=O)NC(=O)c3ccccc3)cc2[N+](=O)[O-])c1 (centres undefined),-1.9%,22.0
C/C(=N/NS(=O)(=O)c1ccc(Br)cc1)c1c[nH]c2ccccc12,-7.3%,15.7
CC1(C)Cc2cccc(OCC(O)CN3CCN(c4ccccn4)CC3)c2O1 (centres undefined),5.0%,11.0
Cc1ccc(-c2cc(C(=O)N/N=C/C=C/c3ccco3)c3ccccc3n2)cc1C,?,·
CCCCOc1ccc(-c2cn3ccccc3n2)cc1[N+](=O)[O-],-24.8%,-1.6
COc1ccc(S(=O)(=O)NCCOc2ccccc2)cc1C,0.5%[9.22 µM],21.5
COc1cc(C(=O)NC2CCCC(C)C2C)ccc1OCC(=O)N1CCOCC1 (centres undefined),?,·
Cc1ccc(NC(=O)C(C)Sc2nnc(C)n2C)cc1 (centres undefined),?,·
CN(CCO)c1nc(NCc2ccccc2)c2cnn(C)c2n1,?,·
Cc1ccccc1C(=O)c1cccn1CC(=O)NCc1ccccc1,7.7%,·
COc1ccc(Cc2nnc(SCc3nc4ccccc4c(=O)[nH]3)n2C)cc1,?,·
CC(C)c1cc(C(=O)NC2CCCCC2)no1,13.4%,4.8
O=C(CCNC(=O)c1ccc([N+](=O)[O-])cc1)NNC(=O)c1ccncc1,5.4%,13.7
O=C(CCCN=C1NS(=O)(=O)c2ccccc21)OCC(=O)c1ccc(F)c(F)c1,?,·
CC(C)(C)c1cc(C(=S)N2CCN(CCO)CC2)cc(C(C)(C)C)c1O,i,·
O=C(CCCC(=O)Nc1ccc(Br)cc1)N/N=C/c1ccccc1,?,·
COc1ccc2c(C(=O)CN3CCC(C)CC3)c[nH]c2c1,?,·
O=C(NCc1ccco1)/C(=C\c1cccs1)NC(=O)c1ccco1,?,·
CC12CC(c3ccccc3O1)N(C(=O)c1ccco1)C(=S)N2c1ccc(F)cc1 (centres undefined),5.1%,-11.0
Cc1cc(Cl)cc(Cl)c1OCCCCN(C)C,?,·
CCOC(=O)c1ccccc1NC(=O)[C@@H]1CCCN1C(=O)OC(C)(C)C,?,·
COc1cccc(NC(=O)CCc2nc(-c3cccs3)no2)c1,i,·
CC1CN(C(=O)c2ccc(NS(=O)(=O)c3cccc(Cl)c3)cc2)CC(C)O1 (centres undefined),i,·
COc1ccc(C(=O)/C=C/C(=O)N(CC(=O)NC2CCCCC2)Cc2cccs2)c(O)c1,-7.1%,1.1
O=C(O)c1ccc(NC(=O)c2cn(-c3ccccc3)nc2-c2cccc(Cl)c2)cc1,-13.3%,4.7
Cc1ccc(N(CC(=O)Nc2cc(C)cc(C)c2)S(=O)(=O)c2c(C)noc2C)cc1,?,·
O=C(Nc1ccc(O)c2c(=O)cc(-c3ccccc3Cl)oc12)c1ccccc1Cl,?,·
Cc1ccc(SCC(=O)Nc2ccc3c(c2)C(=O)NC3=O)cc1,?,·
CCCCn1c(N)c(N(CCC(C)C)C(=O)c2cccc(-n3cnnn3)c2)c(=O)[nH]c1=O,?,·

# A portion of the library (hit frequency here may not be typical).
